Bioassay records: PubChem BioAssay, National Center for Advancing Translational Sciences (NCATS)
HCMV antiviral = inhibitors of human cytomegalovirus. HFF cells, HCMV-luciferase reporter, 72 h; stronger effect = lower value. AID 1259415. 4.5% of 410,000 active. activity change, negative = inhibition, % at 57.5 µM; in the data active = activity change below about -60%; inconclusive = no clear call, values can overlap the other calls; inactive = above about -39%
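After 16 h attachment at 37C, HFF cells received test compound and HCMV-luciferase (1 PFU/cell); reporter luminescence read 72 h later, data normalized against buffer-only and known inhibitor Salinomycin.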
AMA1-RON2 inh = disrupts binding of P. falciparum AMA1 to RON2 | AlphaScreen AMA1-biotinylated RON2 peptide binding | Potency, µM (doses to about 58.2 µM), for inactives: at the top dose activity change, negative = inhibition, most hits filed as inhibitors | 0.2% of 360,000 active | AID 720542; active = well fitted inhibition curve with a large enough effect; inconclusive = small, poorly fitted or top-dose-only effect; inactive = no such curve, though single readings can be large or run the other way;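 also: potency is read from the fitted curve at half-maximal effect; 0% = vehicle wells and -100% = peptide control; nearly all actives have a fitted effect of over 45% in size; some results filed as inactive show a strong effect at the top dose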
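AMA1 (3D7) with his tag at 25 nM final met compounds first, then biotinylated RON2 peptide at 25 nM; detection used donor plus acceptor beads, 10 µg/mL apiece, read by AlphaScreen after 30 min at room temperature.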
Numbers without * were called inactive; ? = inconclusive; [ ] = dose if it differs, or a comment. Unless noted, % is scaled to controls: 0 for no effect and ±100 for the full control effect.

Molecule | HCMV antiviral | AMA1-RON2 inh
CCCCCC(=O)N1C[C@@H](O)[C@H](n2cc(C3CC3)nn2)C[C@@H]1c1ccc(C)cc1 | 5 | -3%
Cc1ccc(S(=O)(=O)N(C)C[C@H]2Oc3cc(Br)ccc3S(=O)(=O)N([C@H](C)CO)C[C@H]2C)cc1 | -24 | -2%
O=Cc1cn(CCOc2ccc(F)cc2)c2ccccc12 | -34 | 40%[activator]
CCOC(=O)C1(C)CCCCCN1C(=O)c1ccc(SC(F)(F)F)cc1 (stereo not given) | 3 | -6%
CC(=O)C1CCC2(O)C3CCC4=CC(=O)CCC4(C)C3CCC12C (stereo not given) | -6 | -1%
CN(N=O)c1ccc(C=C2C=Cc3ccccc32)cc1 | 98 | ?
O=C1CCCCC(=O)[C@H](O)C[C@H](c2ccccc2)O1 | 0 | 5%
CCOC(=O)C1(C)CCCN(C(=O)c2ccccc2F)C1 (stereo not given) | 16 | -3%
CC1=C(C(=O)N2CCCCCC2)CC(CC(=O)NCCCCc2ccccc2)C(=O)N1Cc1ccccc1 (stereo not given) | 2 | -1%
CCC(=O)N1CCCC(C)(C(=O)Nc2nccc3ccccc23)C1 (stereo not given) | 65 | 6%
CCCOc1ccc(C2C(C(=O)c3ccco3)=C(O)C(=O)N2CCCn2ccnc2)cc1OC (stereo not given) | -24 | -5%
Cc1cccc(-c2nc(NCCN(C)C)c3ccccc3n2)c1 | ? | 3%

Next records
Molecule | HCMV antiviral | AMA1-RON2 inh
CCOc1ccc(C=NN2CCCCCC2)cc1OCC | 10 | -6%
C[C@H](CO)N1C[C@H](C)[C@H](CN(C)S(=O)(=O)c2ccc(Cl)cc2)OCc2ccccc2-c2c(n(C)c3ccccc23)C1=O | -68* | 13%
Cc1ccc(S(=O)(=O)N2CCCCC2)cc1NC(=O)C1CCN(C(=O)OC(C)(C)C)CC1 | -5 | -1%
COc1cccc(C2=CC(=O)C(C(C)(C)C)N2C(C)(C)C)c1 (stereo not given) | -14 | -3%
C[C@H]1CN([C@@H](C)CO)C(=O)c2c(c3ccccc3n2C)-c2ccccc2CO[C@H]1CN(C)Cc1cccc(F)c1 | -30 | -14%
O=C(O)C(Cc1ccc(O)c([N+](=O)[O-])c1)N1C(=O)c2ccccc2C1=O (stereo not given) | -36 | -2%
CC1=C(C(=O)N(C(C)C)C(C)C)CC(CC(=O)NCc2cccc3ccccc23)C(=O)N1CCCN1CCCC1=O (stereo not given) | 0 | 13%
COc1cccc(CN2CCC(C)(Oc3cccc(Cl)c3)C2)c1OC (stereo not given) | 29 | -3%
Clc1ccc(C=NN2CCCCCC2)c(Cl)c1 | -22 | -10%
COCCn1c(=S)[nH]c2cc(C(=O)NC3CCCCC3C)ccc2c1=O (stereo not given) | -11 | 107%[activator]
O=C(NS(=O)(=O)c1ccc2ccc(S(=O)(=O)NCCSc3ccccc3)cc2c1)c1cccc2ccccc12 | -11 | 3%
Cc1ccc(C2=NOC(C)(c3nnc(-c4ccncc4)o3)C2)cc1 (stereo not given) | 1 | 4%

Going on with the list.
Molecule | HCMV antiviral | AMA1-RON2 inh
Fc1ccc(-c2nc3c4ccccc4ccn3c2Cc2ccccc2)cc1 | 15 | -8%
O=C(COc1ccc(Br)cc1)NNC(=O)Cc1ccc(S(=O)(=O)N2CCOCC2)s1 | 0 | 146%[activator]
COc1cc(C=c2c3ccccc3n3c2cc(-c2ccccc2)[n+]3C)cc(OC)c1OC | -101* | ?
CCOc1ccc(/C=C/C(=O)N(CC)CC(=O)Nc2c(F)cccc2F)cc1OC | 32 | -1%
CN1C(=O)C(CC#N)(C2(CC#N)C(=O)N(C)c3ccccc32)c2ccccc21 (stereo not given) | -28 | 11%
O=C(OCc1ccccc1)N1CCC2CC1c1cc(N3CCCCC3)ccc12 (stereo not given) | 1 | ?
c1ccc(Cc2c(-c3ccccc3)nc3c4ccccc4ccn23)cc1 | 57 | -8%
CCOC(=O)[C@]12Cc3ccccc3[C@H]1N(C(C)C)C(=O)c1ccccc12 | -105* | -1%
CN(C)CC1CCC/C(=C\c2ccc(OC(=O)/C=C/c3ccc(Cl)c(Cl)c3)cc2)C1=O (stereo not given) | -29 | -22%
CC1(C(=O)NS(=O)(=O)c2cccc(C#N)c2)CCN1C(=O)CC1CCCCC1 (stereo not given) | 8 | 2%
COc1cc(C(=O)N2Cc3ccccc3-n3nncc3C2)cc(OC)c1OC | 5 | 11%
CCN1C(=O)[C@H]2[C@@H](c3ccc(C(F)(F)F)cc3)N[C@]3(CCCN(Cc4ccco4)C3=O)[C@H]2C1=O | 12 | 20%

Compounds from the list above with an aryl thioether with sulfur outside any ring (two):
Molecule | HCMV antiviral | AMA1-RON2 inh
CCOC(=O)C1(C)CCCCCN1C(=O)c1ccc(SC(F)(F)F)cc1 (stereo not given) | 3 | -6%
O=C(NS(=O)(=O)c1ccc2ccc(S(=O)(=O)NCCSc3ccccc3)cc2c1)c1cccc2ccccc12 | -11 | 3%

Other structures follow.
Molecule | HCMV antiviral | AMA1-RON2 inh
O=C(c1ccc(CS(=O)c2ccccc2Cl)o1)N1CCN(C2CCCCC2)CC1 (stereo not given) | -101* | 1%
CCOc1cc(C(=O)NCC(C)(C)CNC(=O)c2cc(OCC)c(OCC)c(OCC)c2)cc(OCC)c1OCC | 25 | -1%
CCOc1cc(N2CCOCC2)c(OCC)cc1NC(=O)COC(=O)c1c(C)noc1C | -25 | 2%
CCOC(=O)CC1(C)NC(C(=O)O)C(C)(C)S1 (stereo not given) | -1 | 44%[activator]
O=C(NN=Cc1c(O)ccc2ccccc12)c1ccncc1 | -100* | -5%
C#CCNC(=O)C[C@@H]1C[C@@]2(C(=O)OCC)CCC=C2N(Cc2ccc(Cl)cc2Cl)C1=O | 18 | -3%
O=C(COc1cccc(C(F)(F)F)c1)Nc1cccc(S(=O)(=O)NC2=NCCCCC2)c1 | 21 | -10%
COC(=O)[C@]12CCCCC=C1N(Cc1ccccc1)C(=O)[C@H](CC(=O)N1CCCCC1)C2 | -9 | -2%
CC1(C(=O)Nc2ccc3c(c2)OCO3)CCN1C(=O)CCc1ccc(Cl)cc1Cl (stereo not given) | -13 | -13%
C[C@H](CO)N1C[C@H](C)[C@@H](CN(C)Cc2ccccn2)Oc2ncc(Br)cc2C1=O | 7 | 133%[activator]
CCN(CC)CCNc1ccc(C)c2sc3ccc(O)cc3c(=O)c12 | -97* | -26%
C#CCN1[C@@H]2CCN(C2)c2cc(Br)ccc2S1(=O)=O | -4 | -2%

(listing goes on)
Molecule | HCMV antiviral | AMA1-RON2 inh
CCc1nc2c(OCC(=O)C(C)(C)C)cccn2c1N(C)C(=O)c1cccs1 | 9 | -9%
O=C(COC(=O)c1ccc(S(=O)(=O)N2CCCC2)cc1)Nc1ccccc1Cl | 6 | 2%
CN1CCN(C(=O)CCn2c(=S)[nH]c3ccccc3c2=O)CC1 | ? | 0%
COc1c(C)cc(C(O)c2ncc(-c3ccc(C(F)(F)F)cc3)[nH]2)cc1C (stereo not given) | 29 | 5%
COc1c(C)cc(C(O)c2ncc(-c3ccccc3C)[nH]2)cc1C (stereo not given) | 36 | 4%
O=C(OCC(O)C1OC(c2ccccc2)OC(COC(=O)c2ccccc2)C1O)c1ccccc1 (stereo not given) | ? | 9%
CC(=O)Nc1ccc(S(=O)(=O)NN=CCCc2ccccc2)cc1 | -9 | -6%
Cc1ccc(S(=O)(=O)N(C)c2ccc(C(=O)NCC(c3ccccc3)N3CCCC3)cc2)cc1 (stereo not given) | -16 | -9%
COc1ccc(C2C(C(C)=O)=C(C)N=c3s/c(=C\c4ccc5c(c4)OCO5)c(=O)n32)c(OC)c1 (stereo not given) | -25 | -5%
O=C(NCCc1ccccc1)C1Cc2c(-c3ccccc3)ccnc2O1 (stereo not given) | 1 | 4%
O=C(NCc1cccc(C(F)(F)F)c1)C1CC2Cn3c(nc4ccccc43)C2N1Cc1ccccc1 (stereo not given) | 25 | 7%
COCCCNc1ccn2nc(-c3ccc(OCCN4CCOCC4)cc3)cc2n1 | 61 | -1%

Going on with the list:
Molecule | HCMV antiviral | AMA1-RON2 inh
COc1ccc(NC(=O)c2cc(C3CCCCN3C(=O)C3CCCCC3)on2)c(C)c1 (stereo not given) | -17 | 42%
CC(C)CNC(=O)C1(C)CCCN1C(=O)Cc1cccc2ccccc12 (stereo not given) | -32 | 2%
O=C(NC(c1ccc2c(c1)OCO2)c1ccccn1)C1CCN(CCOc2ccc(Cl)cc2Cl)CC1 (stereo not given) | -16 | -18%
CCC(=O)Nc1ccc2c(c1)OC[C@@H](C)N(Cc1cccc(F)c1)C[C@@H](C)[C@@H](OC)CN(C)C2=O | 28 | -8%
Nc1ccc(C(=O)Nc2ccc3cc(S(=O)(=O)O)ccc3c2)cc1 | 4 | -1%
COc1c2c(cc(O)c1C(C)=O)OC(C)(C)C=C2 | -18 | 0%
CC1=C(C(=O)N2CCOCC2)CC(CC(=O)NCc2cccs2)C(=O)N1CCCN1CCCC1=O (stereo not given) | 3 | 19%
Cc1cc(Cl)ccc1C(O)c1ncc(-c2ccccc2Cl)[nH]1 (stereo not given) | -5 | -10%
COCC(=O)N(C)C[C@@H]1Oc2cc(Br)ccc2S(=O)(=O)N([C@H](C)CO)C[C@H]1C | -1 | 2%
O=c1[nH]c(=S)[nH]c2scc(-c3ccc(Br)cc3)c12 | 21 | 80%[activator]
CC(C)CSc1nc(N)nc2c1ncn2C1OC(CO)C(O)C1O (stereo not given) | 11 | 31%[activator]
CC1(C)C2CCC1(C)C(SC(=N)N)C2 (stereo not given) | -9 | 10%

New compounds follow
Molecule | HCMV antiviral | AMA1-RON2 inh
O=C(O)c1cc(-c2ccccc2)nn1CC1CC(c2cccc([N+](=O)[O-])c2)=NO1 (stereo not given) | -19 | 0%
Cc1sc2ncnc(N3CCC(C(=O)NNC(=O)COc4ccc(Cl)cc4)CC3)c2c1C | -7 | 89%[activator]
CC(=O)NCCc1ccc(C(=O)COC(=O)c2ccc(C)s2)cc1 | 12 | 7%
Brc1ccc2nc(-c3ccccc3)c(Cc3ccccc3)n2c1 | 5 | -3%
CS(=O)(=O)c1cccc(-c2ccc3nncn3c2)c1 | 10 | 0%
CC(C)CN1C(=O)CSCC1(C)C(=O)Nc1ccc2c(c1)OCCO2 (stereo not given) | 28 | 0%
COc1ccccc1NC(=O)NNC(=O)c1ccncc1 | -21 | -7%
COc1ccc(C(O)c2ncc(-c3cccc(C(F)(F)F)c3)[nH]2)cc1F (stereo not given) | -1 | -3%
COc1ccc(N2C[C@H](C)[C@@H](CC(=O)Nc3ccc(Br)cc3)C2=O)cc1 | -1 | 7%
COc1ccc(C(=O)N2CCCC2(C)C(=O)O)cc1C(F)(F)F (stereo not given) | 20 | 1%
C[C@H](NC(=O)C1CCN(S(=O)(=O)c2ccccc2)CC1)C(=O)NCc1cccnc1 | -37 | 22%
CC(C)[C@@H]1O[C@H](CCc2ccccc2)CC2=C1C(=O)OC(C)(C)O2 | 24 | 7%

(further entries)
Molecule | HCMV antiviral | AMA1-RON2 inh
O=C1CCC(C(=O)OCC(=O)N2N=C3/C(=C\c4ccccc4)CCCC3C2c2ccccc2)N1 (stereo not given) | -16 | -24%
Cc1cc(C)c2c(ccc3cccc[n+]32)c1 | ? | 6%
CC1CC=CCC1(CO)CO (stereo not given) | 8 | -1%
CC1(C(=O)NCc2ccccc2)CSCC(=O)N1Cc1cccs1 (stereo not given) | 11 | -2%
CC1([N+](=O)[O-])COP(=O)(NCc2cccnc2)OC1 (stereo not given) | -35 | 2%
CN(CCNC(=O)C1CC(=O)N(C2CCCC2)C1)Cc1ccccc1 (stereo not given) | -12 | 20%
Cc1ccc(S(=O)(=O)N2[C@H](CC(=O)Oc3ccccc3)OC[C@@H]2C(C)C)cc1 | -3 | -6%
O=C(NCc1cccnc1)c1cc(C2CCCCN2C(=O)CCCc2ccccc2)on1 (stereo not given) | -6 | 10%
O=C(NCCc1ccccc1)C1CCC(Cn2c(=O)c3ccccc3n(Cc3cccc(Cl)c3)c2=O)CC1 (stereo not given) | 20 | -5%
CCCCCCCCN1C(=O)[C@H](CC(=O)N2CCN(C(=O)OCC)CC2)C[C@@]2(C(=O)OCC)CCCC=C12 | 20 | 8%
C=CCn1c(=O)n(C)c2c(=O)n(C)c(=O)n(C)c21 | -21 | 3%
O=C(Nc1ccnn1C1CCNCC1)c1ccc2c(c1)OCO2 | -7 | 0%

Ordered by number of heavy atoms (rising): some entries from above
Molecule | HCMV antiviral | AMA1-RON2 inh
CC1CC=CCC1(CO)CO (stereo not given) | 8 | -1%
C=CCn1c(=O)n(C)c2c(=O)n(C)c(=O)n(C)c21 | -21 | 3%
O=C1CCC(C(=O)OCC(=O)N2N=C3/C(=C\c4ccccc4)CCCC3C2c2ccccc2)N1 (stereo not given) | -16 | -24%

Other entries follow:
Molecule | HCMV antiviral | AMA1-RON2 inh
CC1CC2C(C(O)CC3(C)C2CCC3(O)C(=O)CO)C2(C)C=CC(=O)C=C12 (stereo not given) | 40 | -29%
CCN(CC)CCNC(=O)c1ccc(NC(=O)Cc2ccc(OC)c(S(=O)(=O)N3CCOCC3)c2)cc1 | 14 | 78%[activator]
CC(C)N1CCC(C)(C(=O)Nc2cc(-c3ccccc3)nn2C)C1 (stereo not given) | 23 | 7%
Cc1ccccc1-c1cc2nc(Oc3ccc4c(c3)OCO4)n(C)c(=O)c2s1 | 7 | -9%

Not all compounds are listed; rates above refer to the full screens.
